High-throughput results from PubChem BioAssay.
PrPC surface inh: cell surface PrPC inhibition, primary TR-FRET screen. TR-FRET read-out. inhibition, % at 13.8 µM. actives 0.43% (n = 370,000); in the data active = inhibition above about 24%; note: 0% = median of the test wells and 100% = reference compound wells
UGM FP inh: inhibitors of M. tuberculosis UDP-galactopyranose mutase | P9WIQ1 | purified UGM, fluorescence polarization probe displacement | inhibition, % at 10 µM | actives 0.06% (n = 320,000); in the data active = inhibition above about 10%, passing the limit was not always enough; inconclusive = no clear call, values can overlap the other calls
BoNT-F LC inh: BoNT F light chain protease inhibition. actives 0.22% (n = 360,000). AID 588497. inhibition, % at 10 µM. Multiplex microsphere protease cleavage assay, flow cytometry; in the data active = inhibition above about 35%, passing the limit was not always enough; inconclusive = no clear call, values can overlap the other calls; note: plate controls were buffer without enzyme for full effect and enzyme alone for no effect
FBA Mtb inh: inhibitors of M. tuberculosis fructose-bisphosphate aldolase; P9WQA3; purified M. tuberculosis FBA, fluorescence read-out; inhibition, % at 1 µM; actives 2.3% (n = 360,000); in the data active = inhibition above about 27%;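 note: 0% = vehicle and 100% = reference inhibitor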
Target sequence (P9WQA3 whole entry, looked up): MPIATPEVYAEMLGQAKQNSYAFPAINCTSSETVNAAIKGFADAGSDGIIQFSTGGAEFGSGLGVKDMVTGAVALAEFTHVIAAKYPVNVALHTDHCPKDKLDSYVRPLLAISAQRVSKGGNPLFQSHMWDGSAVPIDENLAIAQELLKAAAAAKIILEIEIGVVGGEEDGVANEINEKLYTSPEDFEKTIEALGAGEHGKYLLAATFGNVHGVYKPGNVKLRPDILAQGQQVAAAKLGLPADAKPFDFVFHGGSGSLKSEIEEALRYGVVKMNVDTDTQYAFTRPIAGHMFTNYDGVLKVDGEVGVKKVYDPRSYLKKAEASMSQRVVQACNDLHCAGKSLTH
MazEF act: MazEF (E. coli) toxin RNase activation. actives 0.32% (n = 350,000). activation, % at 20 µM. FAM/BHQ RNA-DNA oligo cleavage fluorescence, 5 h. P0AE70. AID 504720; in the data active = activation above about 50%
Target sequence (P0AE70 whole entry, looked up): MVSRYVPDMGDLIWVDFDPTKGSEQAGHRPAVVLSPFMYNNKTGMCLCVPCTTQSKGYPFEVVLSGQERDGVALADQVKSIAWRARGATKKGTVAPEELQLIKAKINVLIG
BioA inh: inhibitors of Mycobacterium tuberculosis BioA enzyme. actives 0.096% (n = 360,000). AID 602481. purified M. tuberculosis BioA enzyme, plate reader. inhibition, % at 9.99 µM; in the data active = inhibition above about 40%; inconclusive = no clear call, values can overlap the other calls
Rv3671c inh: inhibits the M. tuberculosis serine protease Rv3671c | AID 2606 | actives 0.048% (n = 320,000) | P9WHR9 | inhibition, % at 5.96 µM; in the data active = inhibition above about 38%;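 note: extracellular domain of Rv3671c used as enzyme; 0% = enzyme with DMSO and 100% = no enzyme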
Target sequence (P9WHR9 whole entry, looked up, the tested form may be a part): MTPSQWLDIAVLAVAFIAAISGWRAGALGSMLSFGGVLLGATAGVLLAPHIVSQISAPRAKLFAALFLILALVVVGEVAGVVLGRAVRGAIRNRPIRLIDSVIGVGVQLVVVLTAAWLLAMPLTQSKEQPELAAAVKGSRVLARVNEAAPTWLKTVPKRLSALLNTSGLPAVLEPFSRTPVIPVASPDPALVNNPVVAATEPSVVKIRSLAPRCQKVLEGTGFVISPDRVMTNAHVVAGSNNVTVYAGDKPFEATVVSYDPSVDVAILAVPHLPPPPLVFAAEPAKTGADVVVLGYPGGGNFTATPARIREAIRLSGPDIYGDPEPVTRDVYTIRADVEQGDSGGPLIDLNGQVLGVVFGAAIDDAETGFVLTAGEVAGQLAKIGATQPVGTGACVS
FadD28 FP inh: M. tuberculosis FadD28 bisubstrate binding inhibition; FadD28 bisubstrate probe binding, fluorescence polarization; inhibition, % at 12.5 µM; actives 0.22% (n = 360,000); AID 588549; in the data active = inhibition above about 8.5%, passing the limit was not always enough; inconclusive = no clear call, values can overlap the other calls
GDH-TPI inh: GDH-TPI coupled enzyme inhibition counter-screen | GDH-TPI coupled enzyme counterscreen, NADH absorbance | inhibition, % at 4.8 µM | actives 1.2% (n = 360,000); in the data active = inhibition above about 30%;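 note: 0% = DMSO wells and 100% = wells lacking the enzyme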
An asterisk follows results filed as active; ? = inconclusive; · = not tested or not shown; + = active, no number.

SMILES	PrPC surface inh	UGM FP inh	BoNT-F LC inh	FBA Mtb inh	MazEF act	BioA inh	Rv3671c inh	FadD28 FP inh	GDH-TPI inh
Cn1c(=O)c(=O)n(C)c2cc(S(=O)(=O)N3CCOCC3)ccc21	-4	-1.0	1	5	-6	-0.7	4	-3.3	1
Nc1nc(COc2ccc(Cl)cc2)cs1	2	-4.9	6	3	2	·	-15	-1.2	-1
COc1ccc(-c2noc(=O)n2Cc2ccc(F)cc2Cl)cc1	5	-2.6	24	-1	3	-1.1	·	-7.0	-5
CC(C)=CC(=O)OCC(=O)Nc1cc(C)ccc1C	6	-1.5	2	-3	3	·	3	1.2	2
COc1ccc(COC(=O)NC(C(=O)O)c2ccccc2)cc1 (stereo not given)	2	1.6	-4	1	3	-0.7	11	0.3	10
Cc1ccccc1-n1nc(C(=O)O)cc1-c1ccccc1	7	1.7	11	1	1	-1.0	-3	-1.6	-5
CCCN(CC(=O)Nc1ccccc1C)C(=O)c1cc(C)oc1C	3	0.6	·	0	4	-0.6	2	0.0	-2
CCOC(=O)N1CCN(C(=O)CCCn2c(=S)[nH]c3ccc(Br)cc3c2=O)CC1	4	2.3	-3	-2	4	3.4	-13	-2.8	1
O=C(OCc1ccc(F)cc1)c1cc(=O)c2ccccc2o1	1	0.4	6	1	5	-1.7	2	-0.4	9
c1ccc(CSc2nccc(-c3ccco3)n2)cc1	6	2.1	?	0	-10	1.1	-3	-1.8	13
O=C(Nc1ncccc1O)c1ccc(Cl)c(S(=O)(=O)N2CCCC2)c1	5	·	6	-5	-1	-0.4	·	-4.1	6
O=c1c2cc(Br)ccc2[nH]c(=S)n1Cc1cccnc1	-4	-0.4	4	0	-5	-0.2	-9	-0.1	-7
CC(C)(C)[C@@H]1C=C(C(N)=O)O[C@H](OCCCCO)C1	-1	-2.0	-4	0	2	0.1	-3	-0.8	5
CN(C)c1ccc(CN(Cc2ccco2)C(=O)c2ccco2)cc1	5	0.4	-9	9	-18	0.3	4	0.1	11
Cc1ccc(N=Cc2c(O)n(-c3nccs3)c(=O)c3ccccc23)c(C)c1	7	-3.7	5	10	+	·	1	0.6	3
CCN(CC)S(=O)(=O)c1cc(C(=O)NC2=NCCS2)ccc1Cl	11	-1.4	-11	-2	-2	-0.8	-12	-1.0	1
Cc1ccc(CNc2ccc3nnc(-c4ccccc4)n3n2)cc1	4	-0.5	-4	-1	-94	0.3	2	-6.7	1
O=C(NCCc1ccccc1)C(=O)Nc1nccs1	-1	-1.1	2	1	7	-0.1	-2	-3.4	6
O=C(O)c1ccc(Nc2ncnc3ccccc23)cc1	3	-0.9	-4	2	7	1.3	-4	·	15
O=C(/C=C/c1ccccc1)NC(NC(=S)Nc1ccc(Cl)cc1Cl)C(Cl)(Cl)Cl (stereo not given)	·	2.2	15	-2	4	·	-186	0.4	4
Cc1cccc(OCC(=O)NCCNC(=O)c2ccco2)c1	-6	-0.8	1	1	3	-3.1	5	0.3	-9
O=C1C2CCCN2C(=O)N1CCN1CCN(c2ccccc2)CC1 (stereo not given)	3	·	-6	0	-1	-1.8	-14	-1.7	-2
CCCCn1c(SCC(=O)c2ccc(OCC)cc2)nc2cc(S(N)(=O)=O)ccc21	7	-1.0	0	2	16	-2.5	-6	-4.4	-4
CCn1c(CNC(=O)c2ccco2)nnc1SCCOc1ccccc1	9	1.4	-25	0	5	3.3	-5	-2.3	12
Cc1cc(Br)cn2c(Cc3ccccc3C(F)(F)F)c(C3CCCCC3)nc12	2	·	-18	1	·	-3.5	·	-2.5	·

The final six entries of the section before come first, to join the parts.
SMILES	PrPC surface inh	UGM FP inh	BoNT-F LC inh	FBA Mtb inh	MazEF act	BioA inh	Rv3671c inh	FadD28 FP inh	GDH-TPI inh
O=C(/C=C/c1ccccc1)NC(NC(=S)Nc1ccc(Cl)cc1Cl)C(Cl)(Cl)Cl (stereo not given)	·	2.2	15	-2	4	·	-186	0.4	4
Cc1cccc(OCC(=O)NCCNC(=O)c2ccco2)c1	-6	-0.8	1	1	3	-3.1	5	0.3	-9
O=C1C2CCCN2C(=O)N1CCN1CCN(c2ccccc2)CC1 (stereo not given)	3	·	-6	0	-1	-1.8	-14	-1.7	-2
CCCCn1c(SCC(=O)c2ccc(OCC)cc2)nc2cc(S(N)(=O)=O)ccc21	7	-1.0	0	2	16	-2.5	-6	-4.4	-4
CCn1c(CNC(=O)c2ccco2)nnc1SCCOc1ccccc1	9	1.4	-25	0	5	3.3	-5	-2.3	12
Cc1cc(Br)cn2c(Cc3ccccc3C(F)(F)F)c(C3CCCCC3)nc12	2	·	-18	1	·	-3.5	·	-2.5	·
CCc1cc(=O)oc2cc(OCC(=O)N3C[C@H]4C[C@@H](C3)c3cccc(=O)n3C4)c(Cl)cc12	-6	-1.1	-14	7	1	0.0	-1	-1.4	7
Cc1cccc(Nc2nc3ccccc3s2)c1C	-2	-0.7	-5	0	-3	·	-7	-3.7	0
CCC(c1ccccc1)C(CC)c1cc(O)c(O)c(O)c1 (stereo not given)	3	·	0	-4	0	0.2	·	-12	-2
O=C(NCCc1c[nH]c2ccccc12)C1CCN(S(=O)(=O)c2ccccc2F)CC1	9	-1.2	-6	1	2	·	5	-0.7	-5
CC(C)CN(C(=O)COC(=O)c1ccc2c(c1)NC(=O)CS2)C1CCS(=O)(=O)C1 (stereo not given)	-3	2.8	7	2	1	-2.8	-3	0.4	5
Cc1c(Cl)cccc1N1CC(C(=O)Nc2nccs2)CC1=O (stereo not given)	-4	-6.4	-8	3	1	3.2	-1	-1.8	-1
O=C(COc1cccc(NC(=O)c2ccccc2)c1)c1ccccc1	11	-0.2	-7	-2	20	·	0	-1.0	2
CCc1ccc(NC(=O)C2(C)Cc3ccccc3C(=O)O2)cc1 (stereo not given)	7	-1.5	-3	7	3	·	4	-0.6	1
O=C(c1ccccc1)C1CCN(C(=O)Nc2ccccc2)CC1	0	1.0	?	0	1	10	0	-1.5	12
Cc1ccc(-c2nc(NC(=O)CSc3ccc4ccccc4n3)ns2)cc1	-2	-5.9	-4	1	39	-3.7	0	1.2	5
COCCNC(=O)c1c(N)n(-c2cccc(C)c2)c2nc3ccccc3nc12	-3	-1.7	6	183*	-2	-0.3	-6	-1.4	-1
COCCNC(=O)C1CCCN(C(=O)c2cncc(Br)c2)CC1 (stereo not given)	4	·	4	0	·	-0.4	·	0.6	-2
O=C(NCCCSc1ccccc1)c1cccnc1	-1	-2.2	-6	-2	1	12	·	-3.3	0
Cc1ccc(C(=O)N/C(=C\c2cccs2)C(=O)N2CCCCCC2)cc1	0	-0.1	3	4	-1	1.6	-3	-2.7	23
Cc1ccccc1NS(=O)(=O)c1ccc(C(=O)N2CCC2)cc1	6	0.3	·	-2	-4	2.1	7	-1.9	0
CC1(c2ccc(OC(F)F)cc2)NC(=O)N(CC(=O)Nc2cccc(S(N)(=O)=O)c2)C1=O (stereo not given)	0	0.5	-9	-1	6	-1.0	-6	-5.0	-5
O=C(O)c1cc(N2N=C(C(F)(F)F)/C(=C/C=C/c3ccco3)C2=O)ccc1Cl	2	·	20	-9	-27	·	·	77*	5
COc1ccc(C(=O)NC2CCN(Cc3c(F)cccc3Cl)CC2)cc1OC	4	0.2	-20	2	2	·	1	0.0	4
Cn1c(=O)c2cn(-c3ccccc3)cc2n(C)c1=O	-2	1.6	-3	-4	-1	0.9	-8	-1.8	-3
Oc1[nH]c2ccc(Br)cc2c1N=NC(=S)Nc1ccc(F)cc1	-13	-1.7	-6	-9	-2	-1.4	9	-1.4	25
CCOc1ncccc1C(=O)Nc1cc(S(=O)(=O)N2CCCCC2)ccc1Cl	-3	0.4	-4	-2	-2	-1.6	-6	-2.4	-7
Cc1ccnc2nc(C(=O)NCc3ccccc3)nn12	0	-6.9	3	-5	-6	·	1	-3.2	-9
O=C(NCCNC(=O)c1ccccn1)c1ccc(F)cc1	5	0.2	0	0	4	-0.9	-2	-1.1	11
CCOc1ccccc1N1CCN(C(=O)CC(C)(C)C)CC1	11	-2.0	-2	3	5	-1.6	3	-0.1	4
CNc1c(N=Cc2cccnc2)c(=O)n(C)c(=O)n1C	5	0.9	3	2	8	·	11	-0.9	8

Other results follow.
SMILES	PrPC surface inh	UGM FP inh	BoNT-F LC inh	FBA Mtb inh	MazEF act	BioA inh	Rv3671c inh	FadD28 FP inh	GDH-TPI inh
CC1=NN(c2ccccc2)C(=O)C1N=Nc1ccc(N)cc1 (stereo not given)	0	4.5	-44	-7	3	-0.9	-19	-0.4	15
CCCc1cc(=O)n2[nH]c(NCc3c(Cl)cccc3Cl)nc2n1	4	3.0	-4	0	4	2.1	-1	-0.6	1
O=[N+]([O-])c1ccc2ccn(C3OCC(O)C(O)C3O)c2c1 (stereo not given)	-11	1.6	0	-3	-17	·	-7	-3.4	-4
CC1(C)NC(C)(C)c2nonc2/C1=N\O	2	0.5	3	-1	10	0.1	1	-1.2	4
N#Cc1cccc(NC(=O)CNc2cc(S(=O)(=O)N3CCOCC3)ccc2N2CCCC2)c1	3	·	19	-1	7	0.5	·	-1.2	7
O=C(NC1CCN(CC(=O)N(c2ccccc2)c2ccccc2)CC1)c1ccc([N+](=O)[O-])cc1	-26	-2.2	-8	0	7	2.2	8	-1.6	0
COC(=O)C1(C)COP(=O)(NC23CC4CC(CC(C4)C2)C3)OC1 (stereo not given)	0	·	-3	0	8	·	·	-0.1	-5
CCOC(=O)C1CCN(S(=O)(=O)c2cc(Cl)c(C)cc2OC)CC1	-2	0.4	16	0	-3	-0.1	-9	-3.6	-2
O=C(C1CCCCC1)N1CCN(c2ccnc3cc(Cl)ccc23)CC1	7	1.9	?	-3	2	9.7	10	-3.7	-3
CCOCCOC(=O)COc1ccc2c(-c3ccccc3)cc(=O)oc2c1	-4	·	-4	0	-3	·	-3	-1.3	10
C[N+](C)(C)CC(=O)O	10	3.3	-10	1	9	-1.6	-1	-2.2	-9
COc1cccc(C2C(C(=O)c3sc(C)nc3C)=C(O)C(=O)N2CCN2CCOCC2)c1 (stereo not given)	0	1.0	6	2	2	0.2	-6	-3.3	19
COc1ccc(Cc2nnc(SCC(=O)c3ccc4c(c3)NC(=O)CO4)o2)cc1	-6	0.7	2	2	-5	·	6	-0.8	11
Cc1ccccc1-n1c(SCc2cc(=O)n3ccccc3n2)nc2[nH]ncc2c1=O	-5	-0.7	-2	8	3	·	-2	-7.7	2
COC(=O)c1ccc(-c2csc(NC(=O)c3c(C)noc3C)n2)cc1	4	·	-2	1	8	-0.3	·	-2.7	6
CC(=O)N[C@@H](CS)C(=O)O	0	·	-17	3	9	-1.0	3	-1.7	7
C=CC[C@@H](CC(=O)N(CCO)Cc1ccccc1)C(=O)N[C@H](COC(=O)[C@H](CC=C)CC(=O)OC(C)(C)C)Cc1c[nH]c2ccccc12	-11	·	-4	-2	1	-1.8	-1	-1.5	1
CCN(c1ccccc1)S(=O)(=O)c1ccc(OC)c(NC(=O)Cc2ccccc2OC)c1	14	-3.5	-6	3	0	-0.6	-4	·	4
C=CCn1c(SC)nnc1-c1cccc([N+](=O)[O-])c1	-11	-1.8	26	-3	-1	3.4	-6	-4.6	-11
C=CCNC(=O)c1cc2c(=O)c3ccccc3oc2nc1C	13	-3.7	2	-1	-96	-1.1	-9	-1.0	4
O=C(Nc1ccc(Br)cc1)c1cccc(NC(=O)C2C3CC4OC(=O)C2C4C3)c1 (stereo not given)	4	-0.6	-18	2	-2	12	-19	-11	3
Cc1ccc(N2C(=O)c3ccccc3C2(O)c2ccccc2)cc1 (stereo not given)	-4	·	-8	0	7	-3.2	·	0.3	-1
CCOC(=O)C1CCN(CCC(=O)Nc2ccccc2Cl)CC1	9	-1.4	3	-3	-4	-0.1	2	2.3	6
CCN(c1ccc(C)cc1C)S(=O)(=O)c1nnc(NC(=O)C(C)C)s1	5	-1.2	14	11	2	4.2	·	-3.9	1
COC(=O)c1ccc(COC(=O)c2cccn2C)o1	5	0.1	0	0	-3	-1.3	-6	-0.4	-5
CCc1ccc(C2c3[nH]c4ccccc4c3CCN2C(=O)c2cc[n+]([O-])cc2)cc1 (stereo not given)	1	-2.6	-9	-1	3	0.4	-8	-2.0	3
CCOc1ccc2nc(SCC(=O)NNC(=O)c3ccco3)c(C)cc2c1	-1	-1.0	-7	-3	-1	-0.3	0	0.6	16
